High-throughput results: PubChem, several laboratories
NPY-Y1 PAM-ag: NPY-Y1 receptor potentiators or agonists, primary screen, cell-based | Neuropeptide Y receptor type 1 (Homo sapiens), P25929 | 220,000 tested, 0.37% active | activation, % at 3.6 µM | NPY-Y1 expressing cells, potentiator/agonist activation; in the data active = activation above about 33%, passing the limit was not always enough;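 note: cells stimulated with NPY at EC10 then isoproterenol at EC100; 0% = low agonist plus stimulus and 100% = saturating agonist plus stimulus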
Mdm2 ligase inh: MDM2-luciferase reporter signal enhancers, primary screen, MDM2 E3 ligase inhibitor project, cell-based, luminescence, 1536-well; cell-based MDM2 ubiquitination luciferase reporter, 2 h; 0 = plate control, 100 = twice control, blank-subtracted; signal enhancement, % at 5 µM; 210,000 tested, 0.11% active;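 active = signal enhancement of 30% or more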;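 note: luminescence tracks abundance of the self-degrading MDM2-luciferase fusion protein; higher signal means inhibition of MDM2 E3 ligase activity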
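Timing – 2 h compound exposure at 37 °C · Assay system – mammalian cells stably expressing self-ubiquitinating, self-degrading MDM2 E3–luciferase fusion · Amount – 2000 cells seeded into each well · Measure – % luminescence enhancement versus blank-corrected plate control mean · Measured by – SteadyLite luminescence, 15 min reagent step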
p97 inhibitor: inhibitors of human p97 ATPase, primary screen, biochemical; Transitional endoplasmic reticulum ATPase (Homo sapiens), P55072; recombinant p97 ATPase, Kinase-Glo ATP luminescence, 3 h; inhibition, % at 8 µM; 220,000 tested, 0.42% active; AID 1481, 2009; in the data active = inhibition above about 15%;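 note: 0% = DMSO vehicle and 100% = wells lacking enzyme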
Runt-SMMHC FRET: inhibitors of RUNX1 Runt–CBFb-SMMHC binding, primary screen, biochemical, FRET, Cerulean-Runt, Venus-CBFb-SMMHC, uHTS | inhibition, % at 20 µM | Cerulean-Runt/Venus-CBFb-SMMHC FRET ratio 530/480, 1 h | AID 1434, 2008 | Runt-related transcription factor 1 (Homo sapiens) + Core-binding factor subunit beta … | 220,000 tested, 0.74% active;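 active = mean inhibition across duplicate retests at 20 µM reaching about 50%, limit read from the data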;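 note: 0% = DMSO wells and 100% = wells with excess untagged CBFb-SMMHC; inhibitors lower the FRET ratio by blocking Runt binding to CBFb-SMMHC; some results filed as inactive read as strong as hits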
Target sequence (Q01196 whole entry, looked up): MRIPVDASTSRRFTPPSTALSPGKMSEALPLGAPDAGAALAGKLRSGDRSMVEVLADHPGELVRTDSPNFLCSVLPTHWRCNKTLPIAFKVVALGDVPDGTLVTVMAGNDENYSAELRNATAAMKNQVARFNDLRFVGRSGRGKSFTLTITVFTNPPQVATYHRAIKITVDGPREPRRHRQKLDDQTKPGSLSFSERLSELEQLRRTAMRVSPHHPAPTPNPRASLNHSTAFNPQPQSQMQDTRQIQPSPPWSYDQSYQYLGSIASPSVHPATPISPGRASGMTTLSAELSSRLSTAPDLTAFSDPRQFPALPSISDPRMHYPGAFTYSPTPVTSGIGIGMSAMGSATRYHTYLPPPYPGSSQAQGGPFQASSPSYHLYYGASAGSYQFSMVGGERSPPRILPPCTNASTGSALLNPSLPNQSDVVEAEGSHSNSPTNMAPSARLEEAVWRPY
Target sequence (Q13951 whole entry, looked up): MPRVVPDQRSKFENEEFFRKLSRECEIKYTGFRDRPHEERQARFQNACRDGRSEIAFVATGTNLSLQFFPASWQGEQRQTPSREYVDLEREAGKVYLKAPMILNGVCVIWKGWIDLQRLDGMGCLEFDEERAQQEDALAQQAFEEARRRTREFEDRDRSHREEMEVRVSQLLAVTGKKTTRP
NPY-Y2 PAM-ag: NPY-Y2 potentiators or agonists, primary screen, cell-based; activation, % at 3.6 µM; Neuropeptide Y receptor type 2 (Homo sapiens), P49146; cells expressing NPY-Y2, potentiator/agonist read-out; AID 1359, 2008; 220,000 tested, 0.45% active; in the data active = activation above about 27%;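 note: cells stimulated with NPY near EC25 plus isoproterenol at EC100; 0% = vehicle plus submaximal agonist and 100% = vehicle plus saturating agonist; some results beyond the cut were filed as inactive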
Runt-CBFb FRET: inhibitors of RUNX1 Runt–CBFb binding, primary screen, biochemical, FRET, Cerulean-Runt, Venus-CBFb, uHTS; AID 1496, 2009; 220,000 tested, 0.46% active; inhibition, % at 20 µM; Cerulean-Runt/Venus-CBFb FRET ratio 530/480, 1 h;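 active = inhibition over about 50% at 20 µM in the single-dose screen, limit read from the data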;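 note: 0% = DMSO wells and 100% = excess unlabeled CBFb competitor control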
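Buffer or medium: Tris pH 7.5 buffer with BSA. Assay system: Cerulean-labeled Runt domain protein. Amount: each fluorescent fusion protein 100 nM. Read-out basis: loss of energy transfer signal. Incubation: 1 h compound exposure, room temperature. Probe or stimulus: Venus-CBFb binding partner, 100 nM. Detection: FRET, excitation 422 nm, emission at 530 and 480 nm.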
RBBP9 inhibitor: human RBBP9 inhibitors, primary screen, biochemical, fluorescence polarization, FP-Rh probe, HTS; recombinant RBBP9; inhibition, % at 7.94 µM; 220,000 tested, 0.2% active; AID 1515, 2009;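 active = inhibition above the campaign mean of all tested compounds plus 3 SD, cut at about 14% in these data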;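 note: plate controls were DMSO wells with RBBP9 for no effect and wells lacking RBBP9 protein for full effect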
Target sequence (O75884 whole entry, looked up): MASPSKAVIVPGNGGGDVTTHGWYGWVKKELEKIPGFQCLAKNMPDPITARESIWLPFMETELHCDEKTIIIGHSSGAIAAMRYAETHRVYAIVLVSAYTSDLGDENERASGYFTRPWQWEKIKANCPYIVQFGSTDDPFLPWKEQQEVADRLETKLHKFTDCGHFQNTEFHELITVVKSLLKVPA
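Measured by – fluorescence polarization · Test system – RBBP9 protein · Input – 2.5 µM RBBP9 dispensing solution, before mixing · Measure – percent inhibition from mP, scaled between DMSO and no-protein wells · Benchmarks – DMSO-treated enzyme wells and wells lacking RBBP9 · Times – preincubation 30 min plus labeling 45 min at 25 °C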
NPY Y1 blocker: NPY-Y1 receptor antagonists, primary screen, cell-based; Neuropeptide Y receptor type 1 (Homo sapiens), P25929; HEK293-CNG Y1 cells, membrane potential fluorescence; NPY at EC95, then isoproterenol; inhibition, % at 3.6 µM; 200,000 tested, 1% active; AID 1040, 2008;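 active = inhibition above the campaign mean inhibition of all tested compounds plus 3 SD, cut at about 20% in these data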;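 note: 0% = DMSO wells given NPY plus isoproterenol and 100% = isoproterenol alone without NPY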
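Material: HEK293 cells co-expressing NPY Y1 receptor and cyclic-nucleotide gated channel. Timing: compound incubation 1 h at room temperature, readout 45 min post-stimulation. Signal: fluorescence, membrane potential probe.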
Hck-Nef inh: inhibitors of Nef-activated human Hck kinase, primary screen, biochemical, Z-Lyte FRET, 384-well, Hck-YEEI; Tyrosine-protein kinase HCK (Homo sapiens), P08631; Recombinant Hck-YEEI plus Nef, Z-Lyte FRET kinase assay; inhibition, % at 20 µM; 220,000 tested, 0.68% active;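 active = Hck-Nef kinase inhibition above about 50%, limit read from the data; inactive = inhibition below that limit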;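 note: 0% = DMSO with Hck plus Nef and 100% = Hck alone without Nef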
Numbers without * were called inactive; . = not tested or not shown; & = joins results of further samples.

SMILES	NPY-Y1 PAM-ag	Mdm2 ligase inh	p97 inhibitor	Runt-SMMHC FRET	NPY-Y2 PAM-ag	Runt-CBFb FRET	RBBP9 inhibitor	NPY Y1 blocker	Hck-Nef inh
Cn1c(=O)n(C)c2cc(/C=N/NC(=S)NCc3ccccc3)ccc21	-32	-3	0	-6	-4	-7	-5	5	4
C=CCNC(=O)c1ccccc1NS(=O)(=O)c1ccccc1	-9	-16	0	1	-4	0	10	10	-8
O=C(COC(=O)C1CCC1)Nc1ccc(OC(F)F)cc1	0	4	4	2	-3	0	-2	-1	-5
COc1cc(/C=C/C(=O)O)cc(S(=O)(=O)N2CCc3ccccc3C2)c1OC	24	0	6	-2	1	-2	-2	4	26
CCOC(=O)N1CCC(=NNc2ncc(C(F)(F)F)cc2Cl)CC1	-2	-7	-2	-2	9	-1	-7	5	12
O=C(Nc1ncc2c(n1)-c1ccccc1CC2)c1cccs1	-18	-7	7	2	-10	0	1	0	-1
CCc1nnc(NS(=O)(=O)c2ccc(NC(=O)c3cc(Cl)ccc3Cl)cc2)s1	14	-5	0	0	4	1	-6	-1	8
Cc1cccc(C(=O)N2CCC(=O)N(C(COCc3cccc(Cl)c3)Cc3ccccc3)CC2)c1 (stereo unspecified)	0	.	-1	-4	-11	-8	-11	6	-19
CCOC(=O)c1ccc(NC(=O)CCNC(=O)c2ccc([N+](=O)[O-])cc2)cc1	-10	-9	4	-1	5	2	4	-4	2
COc1cc(OC)c(OC)cc1CNc1cc(C)ccc1OC	-4	-17	2	-3	6	4	-2	2	0
CCOc1cc2[nH]c(=O)n(Cc3cccc(OC)c3)c(=O)c2cc1OCC	-4	-41	-2	2	-7	-2	-14	1	0
CCOC(=O)c1ccc(N/C=C/C(=O)c2ccco2)cc1	-8	-4	-8	39	-2	10	-7	1	0
Cc1nc(SCC(=O)Nc2ccc3c(c2)OCCO3)nc(C)c1C	-9	2	1	8	-9	10	-10	5	35
COc1cc(-n2c(=O)c3ccccc3n(CC(=O)c3ccc(Br)cc3)c2=O)cc(OC)c1OC	7	0	0	-7	22	-1	-11	1	6
O=C(O)CSc1nc2ccccc2c(=O)[nH]1	-5	-23	-2	0	-13	3	-3	3	0
Cc1ccc(S(=O)(=O)Oc2ccc(C)cc2/C=N/N=C2\NC(=O)C(C)S2)cc1 (stereo unspecified)	-2	-4	-2	6	10	-6	6	-5	1
O=C(Nc1ccc2c(c1)OCCO2)C1CCN(S(=O)(=O)c2cccc3nsnc23)CC1	-18	-36	3	-1	-2	1	-8	-3	3
Cc1c(C(=O)O)cnc2c([N+](=O)[O-])cnn12	-5	-23	-1	2	-2	0	0	-1	16
CCc1ccc(NC(=O)c2c(Cl)nc(C)c(Cl)c2C)cc1	1	-11	2	0	-18	0	-3	1	4
O=C(COc1ccc(S(=O)(=O)NC2CCCC2)cc1)NCC1CCCO1 (stereo unspecified)	0	0	5	-1	-11	1	-5	2	21
O=C(Cc1ccccc1)NNC(=S)Nc1ccccc1	24	-9	2	3	0	5	-5	3	20
O=C(CSCc1cnn(-c2ccccc2)c1-n1cccc1)N1CCN(Cc2ccccc2)CC1	2	-26	-5	-6	-22	-12	-11	11	7
CC(C)Cn1c(N)c(C(=O)COC(=O)c2ccccc2Cl)c(=O)n(C)c1=O	-5	-10	-2	3	5	-2	-12	9	20
CC(=O)OC(C(=O)NC1CCCCC1)c1cccc(C)c1 (stereo unspecified)	23	-13	0	2	6	1	-12	8	1
Cc1ccc(-n2cnc3sc(C)c(C)c3c2=O)cc1	13	-2	5	-4	-19	1	1	0	11

Going on with the list:
SMILES	NPY-Y1 PAM-ag	Mdm2 ligase inh	p97 inhibitor	Runt-SMMHC FRET	NPY-Y2 PAM-ag	Runt-CBFb FRET	RBBP9 inhibitor	NPY Y1 blocker	Hck-Nef inh
CCCCN1CCCC1CNC(=O)c1cc(C#N)c2ccccc2c1OC (stereo unspecified)	10	.	1	1	-4	-1	1	0	.
CC1CCCC(C)N1C(=O)Cc1ccccc1 (stereo unspecified)	4	-6	1	0	2	1	0	1	2
COc1ccc(/C=C/C(=O)NC(=S)NNC(=O)c2cccs2)cc1	-11	1	7	-6	-5	9	-1	19	11
COC(=O)C1(C)NC(c2ccco2)C2C(=O)N(c3ccc(F)cc3)C(=O)C21 (stereo unspecified)	-5	-16	-1	0	-6	0	-7	1	21
COc1ccccc1/C=C/C1(C(=O)NC2CCCC2)CC(=O)N1c1ccccc1 (stereo unspecified)	4	.	-2	-2	4	-2	-1	.	13
O=C(CSc1ccccn1)N/N=C/c1ccccc1[N+](=O)[O-]	3	-15	0	2	-1	1	-5	1	1
O=C(CSc1nnc(SCc2cccc3ccccc23)s1)c1ccc2c(c1)OCO2	-3	-13	-2	4	-6	0	-4	-2	-1
COc1cccc(N(CC(=O)NC(C)c2ccccc2)S(C)(=O)=O)c1 (stereo unspecified)	24	-7	0	2	6	-3	-4	12	0
CCOC(=O)c1ccc(NC(=O)NCc2ccc(OC)cc2)cc1	3	-2	2	-4	20	0	-4	-1	0
CCC(=O)n1nc(-c2cccnc2)nc1NCc1ccccc1	7	-18	0	0	0	0	-4	10	-118
O=C(NCCO)C1CCN(S(=O)(=O)c2ccc(F)cc2)CC1	1	-37	-4	-4	-5	-1	1	-2	0
CCC(=O)Nc1cc2nn(-c3ccc(C)cc3)nc2cc1C	-2	-88	9	-3	5	1	-4	5	19
O=C(Nc1cccc([N+](=O)[O-])c1)C1C2/C=C\CCCCC21 (stereo unspecified)	8	-3	1	0	1	0	4	-4	-21
COc1cccc(C(=O)Nc2c3c(nn2-c2cccc(C)c2C)CS(=O)C3)c1OC (stereo unspecified)	-14	-16	0	-1	16	-1	-2	2	2
CC(C)CC(=O)NC(=S)Nc1cc(C(F)(F)F)ccc1N1CCOCC1	-12	-9	-2	0	-12	-2	-4	11	2
CC1(C)CC(=O)C=C(NC2CCCCCC2)C1	14	-20	7	6	-4	0	7	0	-1
O=C(NCCN1CCCC1)c1ccc(Cn2c(=S)[nH]c3ccc(Br)cc3c2=O)cc1	-18	-7	3	2	-15	3	-10	4	25
Cc1cc(NC(=O)CSCc2ccc([N+](=O)[O-])cc2)no1	12	-17	0	-6	-12	0	-1	-2	8
c1ccc2c(c1)OC(CCCN1CCCCC1)c1ccccc1S2 (stereo unspecified)	-66	-17	-11	6	-21	-3	-1	40*	0
C=CCNC(=S)Nc1cccc([N+](=O)[O-])c1	12	.	8	-1	9	2	-2	.	15
CCOc1ccccc1C(=O)N1c2ccccc2Sc2ccccc21	8	-10	3	-1	7	0	-9	-1	2
Cc1ccc(O)c(N=Nc2ccc(S(=O)(=O)N3CCOCC3)cc2)c1	23	-8	-6	-9	8	-2	-5	-6	22
Cc1ccc(NC2OC(CO)C(O)C(O)C2O)cc1 (stereo unspecified)	21	-7	-4	0	-5	2	-2	8	0
COCCNC(=O)/C(C#N)=C\c1ccc(CNS(=O)(=O)c2ccc(C)cc2)o1	6	-3	3	-5	-5	3	-3	0	16
COCC(=O)N(Cc1nc2sc(C)c(C)c2c(=O)[nH]1)C1CCCCC1	-6	-10	2	1	-10	3	2	.	3

Limited to Runt-SMMHC FRET, Runt-CBFb FRET and NPY Y1 blocker, for 3 of the compounds above:
mol | Runt-SMMHC FRET | Runt-CBFb FRET | NPY Y1 blocker
Cc1ccc(O)c(N=Nc2ccc(S(=O)(=O)N3CCOCC3)cc2)c1 | -9 | -2 | -6
c1ccc2c(c1)OC(CCCN1CCCCC1)c1ccccc1S2 (stereo unspecified) | 6 | -3 | 40*
CCOc1ccccc1C(=O)N1c2ccccc2Sc2ccccc21 | -1 | 0 | -1

Additional compounds:
SMILES	NPY-Y1 PAM-ag	Mdm2 ligase inh	p97 inhibitor	Runt-SMMHC FRET	NPY-Y2 PAM-ag	Runt-CBFb FRET	RBBP9 inhibitor	NPY Y1 blocker	Hck-Nef inh
CC(C)c1nc(SCC(=O)N2CCN(c3ccccc3)CC2)c2c(=O)n(C)c(=O)n(C)c2n1	-3	-7	4	1	-22	-7	-3	-2	-5
Cc1ccc(Cl)cc1NC(=S)N(C)N	-10	-14	6	-7	-15	1	-3	.	6
c1cnc2c(c1)ccc1cccnc12	13&17	-5	2&10	2&-1	-2&14	3&4	-2&-3	1&0	24&-1
CC(C)/C(=N/Nc1ccccc1[N+](=O)[O-])c1ccccc1	-3	-5	2	-8	-8	19	-6	3	30
COc1ccc(-n2c(N)c(C#N)c3ccc([N+](=O)[O-])cc3c2=O)cc1	6	-19	2	-54	-3	-16	-3	-3	1
Nc1ccc(-n2nncc2-c2ccccc2)cc1	-11	.	0	-4	9	-1	-5	-2	13
CCCC(CCC(=O)Nc1cccc([N+](=O)[O-])c1)C(=O)O (stereo unspecified)	3	4	4	1	-11	-2	-5	.	18
COC(=O)COc1cccc(NC(=O)c2cc(OC)cc(OC)c2)c1	4	-2	7	-3	-11	-2	-5	3	-3
CC(=O)/C(N=Nc1ccc(C(=O)O)cc1)=C(\C)O	-4	-4	-3	-3	-1	1	-4	.	14
N#CC1=CN(Cc2ccccc2)C=C(/C=N/Nc2ccccc2)C1	0	-6	8	1	4	1	-5	3	-3
CCOC(=O)c1cc(-c2ccccc2)sc1NC(=O)C(C)C	0	-13	-7	-7	-2	0	-10	-3	-1
CNC(=O)C1CCCN1S(=O)(=O)c1ccc(OC)cc1 (stereo unspecified)	-16	-14	-1	2	-13	1	-9	-2	-1
CC(C)(C)OC(=O)CNC(=O)c1nc[nH]c1C(=O)NCC(=O)OC(C)(C)C	.	11	.	0	.	1	.	.	24
Cc1cc(NS(=O)(=O)c2ccc(NC(=O)/C=C/c3ccc(C)o3)cc2)nc(C)n1	-17	-7	3	24	-3	21	-2	-6	-30
C=CCOc1ccc(CN(C)CC(=O)Nc2ccccc2[N+](=O)[O-])cc1	-11	-3	1	-2	-3	0	-7	3	13
